mIAP act: activators of mouse IAP, primary screen, biochemical, luminescence, uHTS. intestinal alkaline phosphatase [Mus musculus]. muIAP, CDP-Star luminescence, 30 min; stronger effect = higher value; 1 = vehicle-only enzyme signal, 0 = enzyme-free wells. activation factor at 10 µM. 0.24% of 330,000 active. AID 2805, 2010;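 active means activation factor of at least 2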; further: the source names both 10 and 20 µM as test concentration; values of inactives mirror those of a sister screen read the other way
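also added = chemiluminescent substrate CDP-Star | test system = mouse IAP enzyme | signal = chemiluminescence readout | compound = DMSO-dissolved test compounds | incubation = 30 min at room temperature | benchmarks = DMSO wells, no-enzyme wells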
ATG4B inh: ATG4B protease inhibitors, primary screen, biochemical, fluorescence, uHTS | Cysteine protease ATG4B (Homo sapiens), Q9Y4P1 | ATG4B cleavage of LC3-PLA2, NBD-HPC fluorescence, 1 h | inhibition, % at 8.33 µM | 0.51% of 340,000 active | AID 504462, 2011; in the data active means inhibition above about 40%
Target sequence (Q9Y4P1 whole entry, looked up): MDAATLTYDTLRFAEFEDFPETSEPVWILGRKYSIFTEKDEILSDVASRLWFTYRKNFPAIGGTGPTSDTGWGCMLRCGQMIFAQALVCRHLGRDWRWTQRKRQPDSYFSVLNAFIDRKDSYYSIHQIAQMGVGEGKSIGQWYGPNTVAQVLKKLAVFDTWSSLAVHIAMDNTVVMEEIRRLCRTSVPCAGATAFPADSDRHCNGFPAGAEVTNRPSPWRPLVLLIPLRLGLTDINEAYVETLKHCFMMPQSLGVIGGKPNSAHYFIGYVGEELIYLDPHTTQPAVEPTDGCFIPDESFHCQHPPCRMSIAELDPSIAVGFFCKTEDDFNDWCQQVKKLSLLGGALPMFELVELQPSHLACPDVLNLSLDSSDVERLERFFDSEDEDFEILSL
TIM10 inh: growth inhibitors of isogenic TIM10 control yeast, primary screen, counter-screen for tim10-1 yeast inhibitor project, luminescence, uHTS. S. cerevisiae TIM10 strain growth, BacTiter-Glo luminescence, 24 h. inhibition, % at 10 µM. 1.4% of 330,000 active;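 active means inhibition of 40% or more at the single tested concentration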;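 further: wild-type TIM10 isogenic control strain grown at permissive 25 °C; 0% = DMSO yeast wells and 100% = minimal medium wells without yeast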
NALP3 yeast inh: NALP3 inflammasome inhibitors in reconstituted yeast, primary screen, luminescence, uHTS. Yeast reconstituted NLRP3/ASC/caspase-1, beta-gal luminescence, 24 h. inhibition, % at 10 µM. 0.39% of 330,000 active. AID 2825, 2010;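 active means inhibition of 50% or more; inactive means inhibition below 50%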;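 further: plate controls were induced DMSO wells for no effect and uninduced yeast grown without galactose for full effect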
mIAP inh: inhibitors of mouse IAP, primary screen, biochemical, luminescence, uHTS | 0.2% of 330,000 active | intestinal alkaline phosphatase [Mus musculus] | inhibition, % at 10 µM | purified mouse IAP, CDP-Star luminescence, 30 min;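 active means inhibition of at least 40% at 10 µM in the primary screen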;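 further: plate controls were DMSO with enzyme for no effect and no enzyme wells for full effect; values of inactives mirror those of a sister screen read the other way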
Apaf1 inhib: inhibitors of human Apaf-1 apoptosome, primary screen, biochemical, DEVD-Rh110 fluorescence, uHTS; Apoptotic protease-activating factor 1 (Homo sapiens), O14727; reconstituted apoptosome caspase-3 activity; inhibition, % at 20 µM; 0.71% of 330,000 active; AID 489030, 2010; active means inhibition of at least 40% at 20 µM;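 further: plate controls were DMSO wells for no effect and DEVD-CHO caspase inhibitor wells for full effect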
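detection = Rh110 fluorescence intensity | test system = biochemical Apaf-1 apoptosome reconstitution | also added = cytochrome c and DEVD-Rh110 substrate | schedule = 30 min plus 50 min, RT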
hIAP block: human IAP inhibitors, primary screen, biochemical, luminescence, uHTS; Intestinal-type alkaline phosphatase (Homo sapiens), P09923; 0.12% of 330,000 active; purified IAP, CDP-Star luminescence, 30 min; AID 2544, 2010; inhibition, % at 10 µM;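 active means inhibition reaching a set limit with compound at 10 µM in the primary screen, cut at about 35% in these data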;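 further: plate controls were DMSO wells with enzyme for no effect and no-enzyme buffer wells for full effect; values of inactives mirror those of a sister screen read the other way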
Target sequence (P09923 whole entry, looked up): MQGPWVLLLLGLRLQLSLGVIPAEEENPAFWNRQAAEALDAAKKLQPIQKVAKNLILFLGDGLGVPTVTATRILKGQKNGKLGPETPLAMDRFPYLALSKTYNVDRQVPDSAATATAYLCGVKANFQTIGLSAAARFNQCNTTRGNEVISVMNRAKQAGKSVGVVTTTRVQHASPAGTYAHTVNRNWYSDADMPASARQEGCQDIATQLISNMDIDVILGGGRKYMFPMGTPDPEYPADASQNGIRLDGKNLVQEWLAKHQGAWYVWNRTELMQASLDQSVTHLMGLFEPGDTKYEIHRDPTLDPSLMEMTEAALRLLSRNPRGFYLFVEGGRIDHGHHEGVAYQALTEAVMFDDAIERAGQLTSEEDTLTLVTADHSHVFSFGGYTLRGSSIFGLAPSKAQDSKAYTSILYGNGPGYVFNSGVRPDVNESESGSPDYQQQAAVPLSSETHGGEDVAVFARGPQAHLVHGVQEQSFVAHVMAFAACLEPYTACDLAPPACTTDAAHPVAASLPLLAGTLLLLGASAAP
hIAP act: human IAP activators, primary screen, biochemical, luminescence, uHTS | purified human IAP, CDP-Star luminescence, 30 min; stronger effect = higher value; 1 = vehicle-only enzyme, 0 = enzyme-free background | activation factor at 10 µM | 0.16% of 330,000 active | AID 2524, 2010;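 active means activation factor of the enzyme at least 2-fold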; further: the source names both 10 and 20 µM as test concentration; values of inactives mirror those of a sister screen read the other way
tim10-1 inh: growth inhibitors of tim10-1 mutant yeast, primary screen, luminescence, uHTS; S. cerevisiae tim10-1 ts strain growth, BacTiter-Glo, 24 h; inhibition, % at 20 µM; 2.2% of 330,000 active; AID 463190, 2010;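 active means inhibition of at least 40%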;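 further: mutant grown at 25 °C; 0% = DMSO wells with yeast and 100% = wells holding no yeast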
An asterisk follows results filed as active; . = no result given.

SMILES	mIAP act	ATG4B inh	TIM10 inh	NALP3 yeast inh	mIAP inh	Apaf1 inhib	hIAP block	hIAP act	tim10-1 inh
CC1CC(C)CN(CCCNC(=O)c2ccc(CS(=O)(=O)Cc3cccc(Cl)c3)o2)C1 (stereo not given)	1.1	-5	-1	15	-6	-2	3	0.97	0
CCCS(=O)(=O)c1nc(S(=O)(=O)c2ccc(C)cc2)c(N2CCOCC2)s1	0.95	9	7	14	5	9	10	0.9	16
CC(=O)c1ccc(NC(=S)N(CCCN(C)C)Cc2ccccc2)cc1	0.98	6	-13	1	2	-5	4	0.96	-3
COc1ccc(C(=O)OCc2nc(N)nc(Nc3ccccc3C)n2)cc1OC	0.93	-1	22	-1	8	2	19	0.81	19
COc1cc(OC)cc(C(=O)Nc2ccc(NC(=O)c3ccco3)c(C)c2)c1	1	-6	11	27	-1	10	-13	1.1	23
NC(=O)CN1C(=O)C2C3c4ccccc4C(c4ccccc43)C2C1=O (stereo not given)	0.95	-1	-3	13	5	5	6	0.94	10
O=C(Nc1ccc(N2CCOCC2)cc1)c1ccc([N+](=O)[O-])o1	0.95	-3	26	8	5	-1	-1	1	55*
CSc1ccc(S(=O)(=O)NCC(=O)OCC(=O)N2CC(C)CC(C)C2)cc1[N+](=O)[O-] (stereo not given)	0.99	0	2	0	1	18	-12	1.1	-4
CCn1c(SCC(=O)OC)nc2cc(S(=O)(=O)N3CCOCC3)ccc21	0.98	-7	7	6	2	-1	0	1	5
O=C(Nc1nc(-c2ccc3c(c2)OCO3)cs1)C1CC1	0.93	-6	24	44	7	9	-6	1.1	31
CCOc1ccc(S(=O)(=O)N(CC)CC(=O)N2CCOCC2)cc1C	0.96	-3	1	8	4	6	12	0.88	-3
O=C(CN1CCN(Cc2ccccc2)CC1)Nc1nnc(C(F)(F)F)s1	1	2	1	9	-2	11	-8	1.1	23
CCOc1ccc(C(=O)Nc2cccc(C(C)=O)c2)cc1[N+](=O)[O-]	1	0	-6	26	0	-7	12	0.88	-2
COc1cc2[nH]c(C(=O)N3CCC(Cc4ccccc4)CC3)cc2c(OC)c1OC	1.1	-7	12	10	-8	30	-18	1.2	44*
Cc1c(-c2ccn[nH]2)cc(NC(=O)c2ccc(Cl)cc2)c(=O)n1N	1	-6	1	1	0	12	6	0.94	8
Cc1cnc(C(=O)OC(C)C(=O)Nc2ccc(Cl)cn2)cn1 (stereo not given)	0.91	2	-5	1	9	1	-7	1.1	-8
O=C(OCC(=O)c1c[nH]c2ccccc12)c1cncc(Br)c1	0.98	3	16	-16	2	4	9	0.91	-2
CN(C(=O)COC(=O)/C=C/c1cn(-c2ccccc2)nc1-c1ccc2c(c1)OCCO2)C1CCS(=O)(=O)C1 (stereo not given)	0.9	-37	5	0	10	0	-8	1.1	24
COc1ccc2c(c1)OC[C@H]1[C@H]2N2C(=O)CN(Cc3ccc(F)cc3)C(=O)[C@@]2(C)[C@H]1c1ccccc1	0.99	-3	6	10	1	21	-15	1.1	3
C/C(Cc1ccccc1)=N\NC(=O)CNC(=O)c1ccccc1O	0.98	-4	-7	11	2	-21	-9	1.1	-10

Arranged by the number under mIAP act (descending): 3 of the compounds above.
SMILES	mIAP act
CC1CC(C)CN(CCCNC(=O)c2ccc(CS(=O)(=O)Cc3cccc(Cl)c3)o2)C1 (stereo not given)	1.1
CC(=O)c1ccc(NC(=S)N(CCCN(C)C)Cc2ccccc2)cc1	0.98
O=C(Nc1ccc(N2CCOCC2)cc1)c1ccc([N+](=O)[O-])o1	0.95

(more compounds)
SMILES	mIAP act	ATG4B inh	TIM10 inh	NALP3 yeast inh	mIAP inh	Apaf1 inhib	hIAP block	hIAP act	tim10-1 inh
COCCCNC(=O)c1c(N)n(/N=C/c2ccccn2)c2nc3ccccc3nc12	0.9	2	29	-2	10	24	-10	1.1	42*
CCOC(=O)C1CCN(S(=O)(=O)c2ccc(-c3nc4ccccc4s3)s2)CC1	0.95	-1	9	-9	5	6	3	0.97	12
Cn1c(=O)c(Cc2ccccc2)c(O)c2ccccc21	1.2	9	-49	-23	-16	7	-4	1	-10
CN(C)C1(CN=Cc2cc(Cl)cc([N+](=O)[O-])c2O)CCCCC1	0.73	18	25	19	27	25	8	0.92	25
CCCC(=O)OC1CCS(=O)(=O)c2sccc21 (stereo not given)	0.97	3	-2	15	3	-6	5	0.95	-3
Cn1nnnc1SCC(=O)Nc1ccc(S(=O)(=O)N2CCOCC2)cc1	0.95	-6	-13	15	5	-20	-7	1.1	-2
Cc1ccc(-n2nnnc2/C=C\Nc2cc(C)on2)cc1	0.99	4	10	26	0	0	-5	1	8
Nc1ccc(Br)c[n+]1Cc1cccc2cccnc12	0.91	7	6	1	9	-27	16	0.84	2
COc1cccc(CN(C(=O)c2cc3ccccc3oc2=O)C2CCS(=O)(=O)C2)c1 (stereo not given)	1.1	3	4	1	-8	7	-42	1.4	-11
O=C(COC(=O)c1ccc(CO)cc1)NCc1cccs1	1	-9	-20	-8	-2	4	2	0.98	-8
CC(C)N(Cc1ccccc1)C(=O)COC(=O)C1CCN(c2ccc(C(F)(F)F)cn2)CC1	0.94	-1	34	3	6	19	-8	1.1	29
COc1cccc(CN2CCC(Oc3ccc(C(=O)NCc4ccccn4)cc3)CC2)c1O	1	-5	-8	-11	-3	3	2	0.98	-8
Nc1nn2c(-c3ccccc3)cc(=O)[nH]c2c1N=Nc1ccc(O)cc1	0.76	-9	4	18	24	41*	4	0.95	41*
CC1(C)c2[nH]c3ccccc3c2C[C@H]2C(=O)N(Cc3ccccc3F)C(=O)N21	1.1	-11	28	17	-8	23	2	0.98	33
Cc1nc(-c2ccccc2)nc2[nH]c(=O)n(-c3ccccc3)c(=O)c12	1	-1	23	16	-4	-1	13	0.87	14
NNC(=O)CCc1nc2ccccc2[nH]1	1.1	.	-4	11	-11	9	-3	1	7
CCN(CC(=O)NC(C)C)C(=O)[C@@H](NC(=O)c1ccco1)C(C)C	0.77	4	8	-1	23	-2	6	0.94	2
Cc1ccc(-c2cc(-c3nnc(SCC(=O)N(C)CCC#N)n3N)c3ccccc3n2)cc1	0.93	-14	-5	9	7	10	13	0.87	6
CCCS(=O)(=O)c1nc(S(=O)(=O)c2ccc(C)cc2)c(NCCCN2CCOCC2)s1	0.9	-7	3	10	10	-2	4	0.96	5
CCOc1ccc(-c2nc(S(=O)(=O)c3ccccc3)c(NC)o2)cc1	0.97	-6	-11	17	3	-8	-42	1.4	1
Cn1c(=O)c2c(-c3ccccc3F)c3c(nc2n(C)c1=O)-c1ccccc1C3O (stereo not given)	0.95	5	7	10	5	-4	10	0.9	4
CC(C)(O)C(=O)NN(Cc1ccccc1)c1ccccc1	0.95	-7	-1	23	5	-2	2	0.98	3
CS(=O)(=O)c1nc2c(cc1C#N)CCCC2	1	-4	-9	-9	-1	-4	-1	1	11
COc1ccc2cc(C(=O)N3CCN(c4ccccc4OC)CC3)[nH]c2c1	1.1	-5	33	8	-6	16	-1	1	32
COC(=O)c1c(NC(=O)CSc2nnnn2C)sc(C)c1C	1.2	10	-8	11	-17	-3	-25	1.2	18
CCc1cc(=O)oc2cc(OCC(=O)NCCCN3CCOCC3)c(Cl)cc12	1	-2	-10	5	-2	-13	2	0.98	16
Cn1c(-c2sc3cc(C(F)(F)F)cnc3c2-c2ccccc2)n[nH]c1=S	1.1	-6	-4	35	-6	1	-19	1.2	19
CCOC(=O)N1CCN(Cc2nc3cc(NC(=O)C(C)C)ccc3n2C)CC1	1.1	-3	1	4	-9	7	-17	1.2	20
Cn1c(O)c(N=NC(=O)CNC(=O)/C=C/c2ccccc2)c2ccccc21	0.98	-7	5	-3	2	10	-40	1.4	32
CCc1c(C(=O)NC2CCCCC2)[nH]c(C)c1C(C)=O	1	4	18	8	0	-10	-3	1	24
Cc1noc(NS(=O)(=O)c2ccc(NC(=O)c3ccoc3C)cc2)c1C	0.99	-7	-1	3	1	0	3	0.97	2
COc1ccc(-c2nc(CS(=O)CC(=O)N3CCc4ccccc4C3)c(C)o2)cc1 (stereo not given)	0.83	-4	17	18	17	10	6	0.94	29
CCOC(=O)C(=CNc1cc(OC)ccc1-n1cccc1)C(=O)OCC	0.92	-1	20	5	8	-1	8	0.92	0
Cc1ccc(NC(=S)N/N=C/c2c(Cl)cccc2Cl)c(C)c1	0.94	23	26	37	6	13	-3	1	39
CN(CC(=O)Nc1c(F)cccc1F)Cc1cccs1	1	0	5	16	-2	1	4	0.96	-3
COC(=O)c1sc(S(=O)(=O)N2CCC(C(N)=O)CC2)c(C(=O)OC)c1C	0.94	-12	-2	5	6	8	2	0.98	7
O=C(Cc1ccccc1)c1c[nH]c(C(=O)NC2CCCC2)c1	0.99	-3	34	18	1	-4	2	0.98	24
O=C(NCC(=O)N1CCCCC1)c1ccc2ccccc2c1	0.93	2	0	17	7	-12	1	0.99	5
CCC1(c2ccccc2)NC(=O)N(CC(=O)Nc2ccc(N3CCCC3)cc2C)C1=O (stereo not given)	1	-3	-7	10	-4	12	4	0.96	-24

10 neighbouring compounds already listed, for reference:
SMILES	mIAP act	ATG4B inh	TIM10 inh	NALP3 yeast inh	mIAP inh	Apaf1 inhib	hIAP block	hIAP act	tim10-1 inh
CCc1c(C(=O)NC2CCCCC2)[nH]c(C)c1C(C)=O	1	4	18	8	0	-10	-3	1	24
Cc1noc(NS(=O)(=O)c2ccc(NC(=O)c3ccoc3C)cc2)c1C	0.99	-7	-1	3	1	0	3	0.97	2
COc1ccc(-c2nc(CS(=O)CC(=O)N3CCc4ccccc4C3)c(C)o2)cc1 (stereo not given)	0.83	-4	17	18	17	10	6	0.94	29
CCOC(=O)C(=CNc1cc(OC)ccc1-n1cccc1)C(=O)OCC	0.92	-1	20	5	8	-1	8	0.92	0
Cc1ccc(NC(=S)N/N=C/c2c(Cl)cccc2Cl)c(C)c1	0.94	23	26	37	6	13	-3	1	39
CN(CC(=O)Nc1c(F)cccc1F)Cc1cccs1	1	0	5	16	-2	1	4	0.96	-3
COC(=O)c1sc(S(=O)(=O)N2CCC(C(N)=O)CC2)c(C(=O)OC)c1C	0.94	-12	-2	5	6	8	2	0.98	7
O=C(Cc1ccccc1)c1c[nH]c(C(=O)NC2CCCC2)c1	0.99	-3	34	18	1	-4	2	0.98	24
O=C(NCC(=O)N1CCCCC1)c1ccc2ccccc2c1	0.93	2	0	17	7	-12	1	0.99	5
CCC1(c2ccccc2)NC(=O)N(CC(=O)Nc2ccc(N3CCCC3)cc2C)C1=O (stereo not given)	1	-3	-7	10	-4	12	4	0.96	-24

High-throughput results deposited in PubChem by Sanford-Burnham Center for Chemical Genomics.
